Cardiac RTF inh – cardiac RTF calcium desensitization. P19429+P45379. IANBD-labeled cardiac RTF, Ca2+ fluorescence. inhibition, % at 7.15 µM. 340,000 tested, 0.12% active. AID 493244;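 active = inhibition above the mean inhibition of all tested compounds plus 3 SD, cut at about 17% in these data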;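 also: assay run at fixed EC70 calcium of 1.6 mM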
V-ATPase pHluor – yeast V-ATPase proton transport regulation by pHLuorin; response, % at 10 µM; S. cerevisiae, pHLuorin cytosolic pH fluorescence; 350,000 tested, 0.37% active; AID 504577; in the data active = response mostly above about 7.3%, no sharp cut-off; inactive = mostly below about 5.4%; also: actives read high; inactives centre near 0; some compounds called inactive have numbers as strong as hits; reference of the scale not given here
Keap1 Nrf2 FP – inhibitors of human Keap1-Nrf2 protein-protein interaction | Q14145 | Keap1 Kelch-Nrf2 peptide fluorescence polarization, 1536-well | inhibition, % at 9.4 µM | 340,000 tested, 0.15% active; in the data active = inhibition above about 12%;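 also: human Keap1 Kelch domain with fluorescein labeled Nrf2 9mer peptide probe; 0% = neutral control wells and 100% = peptide positive control; higher means more block of Keap1 binding to Nrf2 peptide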
LANA DNA inh – KSHV C-LANA DNA binding inhibition. MBP-C-LANA/FAM-LBS DNA binding, fluorescence polarization. inhibition, % at 9 µM. 340,000 tested, 0.078% active. AID 504423;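 active = highest replicate inhibition at or above 60% at 9 µM, even if other replicates fall short; inactive = all replicates below 60% inhibition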;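 also: 0% = neutral control wells and 100% = 4 µM acridine orange control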
CAL PDZ FP-1 – human CAL PDZ-peptide interaction inhibition. Q9HD26. purified CAL PDZ, TMR-peptide fluorescence polarization, 1 h. inhibition, % at 20 µM. 330,000 tested, 0.02% active. AID 504414;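 active = highest replicate inhibition of at least 40%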;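 also: plate controls were DMSO neutral control wells for no effect and unlabeled competitor peptide control wells for full effect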
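Assay system – tagged CAL PDZ protein CerCALP, purified · Timing – 1 h at RT · Compound – single point, 20 µM · Measured by – fluorescence polarization from S- and P-plane intensities, G-factor corrected · Evaluation – inhibition from polarization loss · Probe or stimulus – TMR reporter peptide T*-PRC34 · Buffer or medium – pH 7.4 phosphate-saline buffer, reducing agent, detergent, IgG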
CAL PDZ FP-2 – CAL PDZ (human) peptide binding inhibition. Q9HD26. purified CAL PDZ, TMR-peptide fluorescence polarization, 1 h. inhibition, % at 24.9 µM. 300,000 tested, 0.92% active. AID 602252;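 active = mean inhibition of at least 30% with at least half of replicates also reaching 30%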;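 also: 0% = DMSO neutral control and 100% = excess unlabeled competitor peptide PRC23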
Arr AP2 block – human beta-arrestin and AP2 interaction inhibition; FITC-arrestin peptide / GST-AP2 beads, flow cytometry; AP2 beta2 appendage carries R879A mutation; inhibition, % at 10 µM; 340,000 tested, 0.31% active; AID 504490;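 active = inhibition above a set limit, near 3 SD of compounds lacking own fluorescence, cut at about 54% in these data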;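 also: plate controls were DMSO wells for no effect and 5 µM unlabelled arrestin peptide for full effect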
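Measured by: flow cytometry, FL1 (488/535 nm); Material: AP2 appendage R879A on GSH beads; Evaluation: percent response; Timing: pre-incubation 12 min, peptide binding 1 h, room temperature; Also added: 50 nM FITC-arrestin peptide; Medium: PBS with 0.05% Tween 20 and 0.1% BSA.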
NSD2 HMT inh – inhibitors of human histone methyltransferase NSD2; O96028; NSD2 peptide methylation, AlphaScreen, 120 min; inhibition, % at 12.5 µM; 310,000 tested, 0.54% active; AID 743445; in the data active = inhibition above about 50%
Target sequence (O96028 whole entry, looked up): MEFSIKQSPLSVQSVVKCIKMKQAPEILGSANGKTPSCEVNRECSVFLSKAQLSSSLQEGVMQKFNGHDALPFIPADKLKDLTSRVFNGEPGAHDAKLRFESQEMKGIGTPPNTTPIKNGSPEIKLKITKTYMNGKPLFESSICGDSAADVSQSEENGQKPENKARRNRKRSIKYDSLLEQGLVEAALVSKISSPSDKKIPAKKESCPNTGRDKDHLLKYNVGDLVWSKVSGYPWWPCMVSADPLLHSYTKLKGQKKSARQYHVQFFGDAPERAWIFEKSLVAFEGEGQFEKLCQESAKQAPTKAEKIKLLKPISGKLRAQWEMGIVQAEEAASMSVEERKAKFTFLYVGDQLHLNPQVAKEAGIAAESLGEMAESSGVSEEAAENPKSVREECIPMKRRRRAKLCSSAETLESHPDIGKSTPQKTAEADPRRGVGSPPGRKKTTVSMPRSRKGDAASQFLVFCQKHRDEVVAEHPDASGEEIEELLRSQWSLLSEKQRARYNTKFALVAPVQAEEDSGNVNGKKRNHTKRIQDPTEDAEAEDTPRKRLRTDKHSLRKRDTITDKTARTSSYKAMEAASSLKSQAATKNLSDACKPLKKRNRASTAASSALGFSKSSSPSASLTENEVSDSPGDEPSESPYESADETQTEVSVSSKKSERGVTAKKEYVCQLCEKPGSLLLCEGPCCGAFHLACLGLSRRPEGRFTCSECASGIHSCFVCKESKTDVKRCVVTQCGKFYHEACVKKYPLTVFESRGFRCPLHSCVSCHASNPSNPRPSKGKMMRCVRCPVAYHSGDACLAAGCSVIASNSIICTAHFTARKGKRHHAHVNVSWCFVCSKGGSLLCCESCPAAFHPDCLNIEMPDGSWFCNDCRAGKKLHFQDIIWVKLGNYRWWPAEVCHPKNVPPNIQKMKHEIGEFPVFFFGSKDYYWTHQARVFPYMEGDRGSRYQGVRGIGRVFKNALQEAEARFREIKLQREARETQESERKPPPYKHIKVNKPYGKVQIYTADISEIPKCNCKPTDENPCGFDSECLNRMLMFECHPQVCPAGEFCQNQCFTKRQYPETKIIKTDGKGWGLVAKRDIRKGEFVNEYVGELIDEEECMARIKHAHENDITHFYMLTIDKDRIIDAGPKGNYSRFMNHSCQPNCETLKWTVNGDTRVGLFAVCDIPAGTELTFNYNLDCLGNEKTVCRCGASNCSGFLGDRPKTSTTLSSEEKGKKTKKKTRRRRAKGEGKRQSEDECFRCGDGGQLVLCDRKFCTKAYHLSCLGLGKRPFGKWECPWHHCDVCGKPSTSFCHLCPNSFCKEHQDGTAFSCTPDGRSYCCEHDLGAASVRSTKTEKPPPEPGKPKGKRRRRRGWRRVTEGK
DAGLB inhibitor – blocks human DAGLB lipase activity; Q8NCG7; HEK293T DAGLB membrane lysate, EnzChek fluorogenic substrate; inhibition, % at 5.17 µM; 340,000 tested, 0.059% active; AID 504411; in the data active = inhibition above about 34%;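 also: 0% = enzyme with vehicle and 100% = wells lacking enzyme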
Pemphigus Ab inh – blocks pemphigus antibody binding to human desmoglein-3 | P32926 | DSG3-coupled beads, scFv-anti-DSG3-GFP binding, flow cytometry; active compounds read low | binding (percent of control), % at 10 µM | 310,000 tested, 0.48% active;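 active = binding more than 3 SD below its plate's average and above zero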;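 also: hits lower antibody fragment binding to DSG3; some compounds called inactive have numbers as strong as hits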
* = called active by the depositor; / = not tested or not shown.

SMILES | Cardiac RTF inh | V-ATPase pHluor | Keap1 Nrf2 FP | LANA DNA inh | CAL PDZ FP-1 | CAL PDZ FP-2 | Arr AP2 block | NSD2 HMT inh | DAGLB inhibitor | Pemphigus Ab inh
Cn1c(=O)[nH]c(=O)c2c1nc(N1CCCCCC1)n2CCOc1ccccc1 | 6 | 0 | -1 | 0.4 | -1.2 | -5 | 1 | / | 3 | 100
COc1ccc(-c2noc(-c3cc(C)cc(C)c3)n2)cc1OC | -9 | -3 | 2 | -0.5 | 0.9 | / | 20 | / | -7 | 89
Cc1cccc(NC(=O)CN(C)S(=O)(=O)c2cccc3cccnc23)c1 | -3 | 1 | -1 | 1.6 | -1.1 | / | 19 | / | -4 | 108
CC1CC(C)CN(C(=O)c2ccc(Br)c(S(=O)(=O)N3CCOCC3)c2)C1 (stereo not given) | -5 | -2 | 4 | 2.9 | 0.1 | 13 | -6 | -1 | -1 | 89
O=c1cc2c(nn1Cc1ccccc1)-c1ccccc1CC2 | 12 | 3 | 2 | -0.7 | -2.3 | -1 | 5 | 0 | -3 | 104
Cc1ccccc1OCCC(=O)Nc1ccccc1C(=O)N1CCCCC1 | -10 | 1 | 4 | 1.4 | 0.6 | / | 4 | 0 | -2 | 101
CC1CCN(c2c(NCC3CCC(C(=O)NCCc4ccc(Cl)cc4)CC3)c(=O)c2=O)CC1 (stereo not given) | -3 | 2 | -3 | -6.3 | -0.7 | 1 | -2 | -1 | 3 | 97
COc1ccc(OC)c(N(CC(=O)NCc2ccccn2)S(C)(=O)=O)c1 | -16 | -4 | -2 | -1.5 | / | -2 | 2 | 5 | -3 | 104
CC(C)/C=N/NC(=O)c1cccc(N2CCCC2=O)c1 | -6 | 0 | -3 | -0.3 | -0.8 | 2 | 2 | 1 | 0 | 109
CCN(CC)C(=O)c1[nH]cnc1C(=O)NCC(=O)OCc1ccccc1 | 0 | -2 | -3 | 0.7 | 0.1 | 0 | 29 | / | -3 | 100
COc1cccc(/C=C(/C(=O)OCC(=O)NC2CCCCCCC2)c2ccccc2)c1 | 5 | -3 | 5 | -1.5 | -3.0 | -4 | 28 | 1 | -17 | 100
CCOc1ccc(Cl)cc1S(=O)(=O)N1CCCC1 | 3 | 0 | 0 | 0.5 | / | -3 | -4 | -3 | -5 | 98
O=S(c1ccccc1)c1ccccc1 | -4 | -1 | -7 | 17 | -1.2 | 5 | 13 | -1 | -1 | 108
COC(=O)NNC(=S)NCc1ccc(C)cc1 | -5 | 6 | 3 | 0.6 | -0.8 | -1 | 5 | 1 | 0 | 98
CN(CC(=O)NCc1ccncc1)S(=O)(=O)c1ccc(F)cc1 | -5 | -3 | -1 | 0.9 | -3.3 | -2 | -5 | 3 | 2 | 119
CCCC(=O)Nc1cccc(-c2cn3cccnc3n2)c1 | -1 | 0 | -6 | 0.5 | 0.9 | -1 | 10 | / | -4 | 108
COc1ccc(-c2cc(-c3ccccc3)c(C#N)c(SCC(=O)Nc3ncc(C)s3)n2)cc1 | -15 | 2 | 0 | 1.2 | -1.3 | -5 | -1 | 14 | 1 | 94
CC(C)CN(CC(C)C)CC(O)COc1ccc([N+](=O)[O-])cc1 (stereo not given) | -8 | 2 | -5 | 1.0 | -3.1 | -1 | 4 | 6 | -3 | 92
O=C(CSc1nc2ccccc2c(=O)[nH]1)Nc1ccc(N2CCOCC2)cc1 | -7 | -4 | 1 | 3.0 | -1.1 | -7 | 33 | 0 | 2 | 100
CC(=O)c1cccc(NS(=O)(=O)c2ccc(NC(=O)N3CCCCC3)cc2)c1 | -4 | -2 | 0 | -1.1 | -0.6 | 121* | -13 | -8 | 4 | 100
Cn1c(N)c(C(=O)COC(=O)Cc2ccc(F)cc2)c(=O)n(C)c1=O | -18 | 3 | 1 | 1.2 | -2.3 | -1 | -6 | 0 | 2 | 106
OCCN(CCCn1c(C(F)(F)F)nc2ccccc21)c1nc(CN2CCCCC2)cs1 | -6 | 0 | -6 | 0.0 | -0.1 | -1 | -10 | / | -2 | 106
COc1ccc(OCCSc2nc(C)nc3ccccc23)cc1 | 2 | 0 | 3 | -0.6 | -1.1 | / | 2 | 4 | -20 | 114
O=c1c2ccccc2c(C=Nc2ccc(O)cc2)c(O)n1Cc1ccccc1 | 7 | 1 | -31 | 0.7 | -1.3 | -6 | 10 | 1 | 1 | 103
COc1ccc(N(C(=O)c2snc(C(N)=O)c2N)C(C(=O)NC2CCCC2)c2cccs2)c(OC)c1 (stereo not given) | 2 | 3 | -4 | -0.3 | -3.8 | -1 | 10 | 1 | 2 | 98
Cc1ccc(NC(=O)c2ccc3snnc3c2)cc1 | -7 | 2 | -3 | 1.8 | -1.8 | -6 | 18 | 44 | 0 | 100
Cc1noc(C)c1S(=O)(=O)Nc1c(C)n(C)n(-c2ccccc2)c1=O | -2 | 5 | 2 | 0.9 | -1.7 | / | -3 | -3 | -3 | 98
Cc1ccc(NC(=O)N[C@@H](CC(C)C)C(=O)O)c(C)c1 | -6 | -2 | -2 | -0.3 | -1.6 | -6 | -4 | 2 | 1 | 102
COc1ncnc2c1oc1nc(C(C)C)c3c(c12)CC(C)(C)OC3 | -1 | 6 | 0 | -1.4 | 0.4 | 0 | 16 | -2 | -1 | 80
Fc1ccccc1N1CCN(Cc2nc(-c3ccccc3)no2)CC1 | -5 | -3 | 0 | -0.3 | -0.2 | / | 10 | -6 | -16 | 101
COc1ccc(C(CNC(=O)Cc2cc(OC)c(OC)c(OC)c2)N2CCCC2)cc1 (stereo not given) | -7 | -2 | -3 | -1.0 | -3.0 | -3 | 4 | 1 | 2 | 106
CC(C)C(NC(=O)c1ccccc1)C(=O)NCCc1ccccc1 (stereo not given) | -10 | 2 | -1 | 0.7 | -0.5 | -4 | -5 | -2 | 0 | 98
O=C(NCc1cccc(F)c1)c1cccc2c1C(=O)c1ccc(N3CCC(Cc4ccccc4)CC3)cc1S2(=O)=O | -221 | -4 | 6 | 17 | 1.8 | -1 | -3 | / | -7 | 130
COc1ccc(S(=O)(=O)Nc2cccc3c2O[C@H](CN(C)Cc2ccc(C(=O)O)cc2)[C@@H](C)CN([C@H](C)CO)C3=O)cc1 | -4 | -3 | -3 | 1.9 | 0.3 | 1 | 20 | / | 0 | 102
COc1ccccc1C(=O)NC(=O)COC(=O)c1oc2ccccc2c1C | -5 | 2 | -4 | 0.0 | 0.2 | / | -3 | 0 | -3 | 102
COc1ccc(OC)c(NC(=O)CCNS(=O)(=O)c2ccc3c(c2)oc(=O)n3C)c1 | -2 | 5 | -2 | 1.4 | 0.1 | -3 | -2 | 0 | -1 | 112
Cc1cc(C(=O)OCC(=O)N(C)c2ccccc2)c(C)o1 | -7 | 0 | -4 | -0.3 | -2.2 | 7 | -20 | 0 | -1 | 107
Cc1ccc(NC(=O)N2CCc3ccccc3C2)cc1 | -2 | 1 | -2 | -1.7 | -2.0 | 5 | -3 | 0 | -4 | 101
CCOc1ccc(Cl)cc1C1=CC(=O)C[C@H](c2ccc(OC)cc2)C1 | -7 | -1 | 1 | 0.8 | -0.1 | -2 | 16 | / | -14 | 107
C=CCC12C=C(OC)C(=O)OC(OC)(C1O)[C@H](c1ccc3c(c1)OCO3)[C@H]2C (stereo not given in full) | 4 | 0 | 3 | -1.7 | -0.1 | 4 | 35 | / | 1 | 102
CCOc1ccc2[nH]cc(S(=O)(=O)c3ccc(Cl)cc3)c(=O)c2c1 | 0 | 1 | 1 | -1.4 | -2.5 | 2 | 7 | -1 | 0 | 98
O=C(COC(=O)c1cc(Cl)ccc1Cl)Nc1ccc2[nH]c(=O)[nH]c2c1 | 5 | 2 | 0 | -0.7 | -0.6 | / | 1 | 1 | 2 | 105
O=C(Nc1ccc2oc(-c3ccncc3)nc2c1)c1ccc([N+](=O)[O-])o1 | 2 | 0 | 3 | 0.8 | -1.8 | -2 | 0 | -2 | 2 | 88
COc1ccc(-n2cnnc2SCC(=O)Nc2cc(C(C)(C)C)nn2-c2ccccc2)cc1 | 0 | 2 | -4 | 0.2 | / | 0 | 8 | 0 | -1 | 105
Cc1cc(C)c(OCC(=O)OCC(=O)NC2CCC(C)CC2)c(C)c1 (stereo not given) | 0 | 2 | 1 | 2.0 | -1.0 | -4 | -3 | -8 | -6 | 95
CN(CCCN1CCOCC1)C(=O)c1ccc2nc(Cc3cccc(Cl)c3)oc2c1 | 1 | 5 | -4 | -0.2 | 0.2 | 0 | 34 | 2 | 1 | 105
O=c1c(-c2ccc(O)cc2O)coc2cc(O)cc(O)c12 | 0 | 0 | -5 | -0.2 | -0.1 | -10 | 2 | / | 0 | 110
Cc1ccccc1-c1nc(SCc2cccnc2)c2c(=O)n(C)c(=O)n(C)c2n1 | -5 | -2 | -6 | 10 | -2.1 | 0 | 6 | 3 | 2 | 100
COc1ccc(CCNS(=O)(=O)CCNC(=O)c2ccc3c(c2)OCO3)cc1 | -6 | -3 | 0 | 0.7 | -2.8 | -4 | -10 | 1 | 3 | 99
CC(C)Cc1cc(C(=O)N2CCN(C(c3ccccc3)c3ccccc3)CC2)no1 | -1 | 8 | 2 | 0.1 | -0.4 | / | 21 | / | -8 | 107
COc1cccc(-c2nc(-c3ccccc3)[nH]c(=O)c2C#N)c1 | 3 | 2 | -1 | -0.5 | -5.1 | -11 | 6 | 0 | 4 | 96
COc1ccc(CC(=O)OCC(=O)Nc2ccc(Br)cc2)cc1 | 5 | 2 | -2 | -0.2 | -4.3 | -1 | 22 | 3 | -4 | 107
Cc1ccc(O)c(CNc2cnc3ccccc3c2)c1 | -9 | -5 | 0 | / | / | -7 | 1 | -1 | 2 | 104
O=C(CNC(=O)c1ccc(Br)o1)Nc1ccc(F)c(S(=O)(=O)N2CCOCC2)c1 | -6 | -7 | 3 | -0.7 | -0.7 | -5 | -6 | 1 | 0 | 107
CCOC(=O)c1sc(NC(=O)c2cc(S(=O)(=O)N3CCOCC3)ccc2C)nc1C | -7 | -6 | -1 | -1.2 | -1.3 | -3 | / | -5 | -1 | 109
NC(=O)COC(=O)c1ccc2c(c1)S(=O)(=O)c1ccccc1C2=O | 12 | -1 | -2 | 0.8 | -2.4 | -6 | 0 | -5 | 3 | 106

No new results follow: entries from further up.
SMILES | Cardiac RTF inh | V-ATPase pHluor | Keap1 Nrf2 FP | LANA DNA inh | CAL PDZ FP-1 | CAL PDZ FP-2 | Arr AP2 block | NSD2 HMT inh | DAGLB inhibitor | Pemphigus Ab inh
CN(CCCN1CCOCC1)C(=O)c1ccc2nc(Cc3cccc(Cl)c3)oc2c1 | 1 | 5 | -4 | -0.2 | 0.2 | 0 | 34 | 2 | 1 | 105
O=c1c(-c2ccc(O)cc2O)coc2cc(O)cc(O)c12 | 0 | 0 | -5 | -0.2 | -0.1 | -10 | 2 | / | 0 | 110

Only part of the results is shown, so the mix of outcomes need not match the whole.
